IkB sig inh: inhibitors of IkB signaling in ABC-DLBCL cells; AID 445; Potency, µM (top dose mostly 57.1 µM), without a hit: top-dose IkBa stabilization activation; hit rate 0.04% among 110,000; ABC-DLBCL IkBa-CBG/CBR dual luciferase ratio, 4 h; response scale: scaled: untreated 0%, proteasome inhibitor 100%; active = well fitted curve in the direction sought with a large enough effect in the signal ratio, not every such curve was filed as active; inconclusive = small, poorly fitted or top-dose-only effect, or a change in a side signal; the % refers to the signal ratio;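 note: the direction sought is a rising ratio; 0% = basal untreated cells and 100% = reference inhibitor full response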
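Curves were fitted separately to fusion (green), unfused (red) and ratio luminescence, then classed by r2, magnitude and activity. Cells: OCI-Ly3, 4 h compound plus doxycycline at 37C; 10 uM MG-132 defined full response.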
Imprint erasure: genomic imprint erasure induction; mouse ES Peg3-LacZ reporter, beta-gal luminescence, 40 h; Potency, µM (top dose mostly 60.7 µM), inactives show at the top dose activity change, positive = activation, hits mostly activators; hit rate 0.02% among 110,000; AID 1948;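 note: 0% = negative control wells on the plate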
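Readout: BetaGlo luminescence (5 min, room temp) for LacZ from the normally silent maternal Peg3 allele in female Peg3LacZ-Neo ES cells. Cells 300/well, 40 h, 37C, 5% CO2. Data normalized per plate to negative controls.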
p53ts 39C tox: cytotoxicity in p53ts cells at nonpermissive temperature; H1299-p53A138V viability at 39C, ATP luminescence, 24 h; Potency, µM (top dose mostly 46.1 µM), without a hit: top-dose activity change, negative = cell killing, actives largely listed as cytotoxic; hit rate 1.5% among 130,000; note: nearly all actives have a fitted effect of over 55% in size
p53ts 32C kill: kills p53ts cells at the permissive temperature; H1299-p53A138V at 32C, ATP luminescence viability, 24 h; hit rate 0.93% among 130,000; Potency, µM (titrated, usually from 46.1 µM), for inactives: top-dose activity change, negative = cytotoxicity, most hits filed as cytotoxic; AID 924;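 note: 0% = DMSO and -100% = full killing by reference compound; nearly all actives have a fitted effect of over 55% in size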
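ATP-content luminescence (ATPlite) read-out after 24 h compound exposure at 32C in H1299-p53A138V cells (600/well). Tested up to 46 uM. Normalized to DMSO (0%) and 100 uM tamoxifen (100% killing); Hill-fit AC50.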
Starred values were filed as active, the others as inactive; ? = inconclusive; / = no result given; & = joins results of further samples; [ ] = dose if it differs, or a comment. Unless noted, calls come from the whole dose curve; as a rule, active = well fitted curve in the direction sought with a large enough effect; inconclusive = small, poorly fitted or top-dose-only effect, or another doubt; inactive = no such curve, though single readings can be large; an effect the other way counts as inactive or inconclusive. Unless noted, % is set by controls: 0 for no effect and ±100 for the full control effect; potency is the fitted concentration of half-maximal effect.

nr	smiles	IkB sig inh	Imprint erasure	p53ts 39C tox	p53ts 32C kill
1	OC(COc1ccc(OCc2ccccc2)cc1)CN1CCCCC1 (stereo not drawn)	-3.6%	-18.8%	-10.4%	-2.8%
2	O/N=C/c1cccn1-c1ccc(O)cc1	0.8%	5.8%	12.8%	5.2%
3	CCOc1ccc(OCCSc2nnnn2C2CCCCC2)cc1	16.2%	/	-10.4%	-7.0%
4	Cc1ccc(S(=O)(=O)c2nc(S(=O)(=O)c3ccccc3)sc2NCCCOC(C)C)cc1	0.4%	-11.9%[10.9 µM]	-10.4%	16.4%
5	CCc1ccc(-n2nc(C)c3c(C)cc(=O)n(CC(=O)N4CCCc5ccccc54)c32)cc1	?	-13.3%[10.9 µM]	-23.5%	-0.5%
6	Cc1ccc(Cn2c(=O)n(Cc3ccco3)c(=O)c3oc4ccccc4c32)cc1	-1.6%	8.6%[10.9 µM]	-11.8%	-1.1%
7	FC(F)(F)c1cc(-c2ccccc2)nc2ncnn12	/	/	9.3%	3.9%
8	COC(=O)c1nnn(-c2nonc2N)c1CSCCO	0.7%	-4.2%	15.9%	4.7%
9	CCOC(=O)CSc1nnc(-c2ccc(S(=O)(=O)N3CCOCC3)cc2)n1-c1ccccc1	0.0%	-11.1%	-1.4%	6.7%
10	CCCCN(CCCNC(=O)c1cc(Nc2ccc(OC)c(OC)c2)nc2ccccc12)Cc1ccccc1	?	-15.1%[10.9 µM]	12.6µM*	-3.4%
11	CN(C)c1ccc(NC(=O)CN2C(=O)CC(c3ccccc3)=Nc3ccccc32)cc1	6.8%	-4.8%	-4.7%	-1.4%
12	CCCCn1c(CNC(=O)c2ccc(OC)cc2)nnc1SCC(=O)Nc1ccc(OC)cc1	0.3%	-10.1%[10.9 µM]	-8.5%	0.0%
13	CN(CP(=O)(O)CN(C)S(C)(=O)=O)S(C)(=O)=O	2.0%	?	-3.0%	2.3%
14	CCC(C)(C)NC(=O)C(c1cccn1C)N(C(=O)Cn1nnc2ccccc21)c1ccc(OC)cc1OC (stereo not drawn)	/	/	1.5%	4.5%
15	CC(C)(C)NC(=O)Cn1nnnc1-c1nonc1N	-0.8%	18.9%	-9.7%	0.8%

Taken from above.
CCOC(=O)CSc1nnc(-c2ccc(S(=O)(=O)N3CCOCC3)cc2)n1-c1ccccc1 in IkB sig inh is listed with 0.0%
OC(COc1ccc(OCc2ccccc2)cc1)CN1CCCCC1 (stereo not drawn) in IkB sig inh is listed with -3.6%
CCOc1ccc(OCCSc2nnnn2C2CCCCC2)cc1 in IkB sig inh is listed with 16.2%
CCCCN(CCCNC(=O)c1cc(Nc2ccc(OC)c(OC)c2)nc2ccccc12)Cc1ccccc1 in Imprint erasure is listed with -15.1%[10.9 µM]

(listing goes on)
nr	smiles	IkB sig inh	Imprint erasure	p53ts 39C tox	p53ts 32C kill
16	Cc1cccc(N2CCN(C(=O)c3nn(C)c4c3CSc3ccccc3-4)CC2C)c1 (stereo not drawn)	-1.0%	-5.4%[10.9 µM]	17.4%	1.3%
17	O=C(c1ccc2c(c1)N(Cc1cccc(F)c1)C(=O)c1ccccc1S2)N1CCCC1	-2.2%	-12.8%[10.9 µM]	-10.5%	14.7%
18	Cc1scc(C(=O)N2CCN(S(C)(=O)=O)CC2)c1-c1ccccc1	2.0%	10.7%	0.5%	3.8%
19	C1CCC(Nc2nnnn2C2CCCCC2)CC1	1.6%	2.5%	12.0%	8.5%
20	COc1ccc(N(CC(=O)NCc2ccco2)S(C)(=O)=O)cc1Cl	-1.4%	-2.5%	10.1%	18.9%
21	CCCCCCS(=O)[C@H]1CS(=O)(=O)C[C@@H]1S(=O)CCCCCC (stereo partly drawn)	0.9%	-16.8%	-3.4%	-6.0%
22	COc1ccc(-c2nc3sc(CCNC(=O)C(=O)Nc4ccc(C)c(C)c4)c(C)n3n2)cc1	-0.1%	-6.1%[10.9 µM]	-2.4%	2.8%
23	COc1ccc(CCNC(=O)CCn2c(=O)c3cccn3c3ccc(F)cc32)c(OC)c1OC	0.8%	-2.4%[10.9 µM]	9.8%	4.7%
24	Cc1ccc(-c2nc(CS(=O)CC(=O)NCc3ccccc3)c(C)o2)cc1 (stereo not drawn)	0.2%	-13.2%	-0.6%	-0.5%
25	COc1ccccc1N1CCN(S(=O)(=O)c2c(C)sc3ncn(CC(=O)Nc4ccc(C(C)C)cc4)c(=O)c23)CC1	?	-15.0%[10.9 µM]	5.4%	-2.1%
26	CCOC(=O)c1cc(-c2ccccc2)n(CCC(=O)Nc2ccccc2CC)c1C	1.1%	-8.4%[10.9 µM]	2.9%	7.8%
27	CNS(=O)(=O)c1cn(CC(=O)Nc2ccc(C)c(N(C)C)c2)cc1S(=O)(=O)NC	0.4%	6.5%[10.9 µM]	-11.6%	-5.3%
28	COc1ccc(OC)c(CCNC(=O)c2cc3c(-c4ccccc4F)nn(C)c3s2)c1	?	-23.6%[10.9 µM]	-17.3%	-1.3%
29	O=C(c1ccccc1)N1CCN(S(=O)(=O)N2CCCCC2)CC1	-0.7%	4.3%	4.3%	-4.3%
30	O=C(CCNC(=O)c1ccc(Br)o1)NC1CCCC1	0.8%	-6.0%	10.3%	-6.7%

A different layout for 4 compounds above:
(18) Cc1scc(C(=O)N2CCN(S(C)(=O)=O)CC2)c1-c1ccccc1
  IkB sig inh: 2.0% | Imprint erasure: 10.7% | p53ts 39C tox: 0.5% | p53ts 32C kill: 3.8%
(23) COc1ccc(CCNC(=O)CCn2c(=O)c3cccn3c3ccc(F)cc32)c(OC)c1OC
  IkB sig inh: 0.8% | Imprint erasure: -2.4%[10.9 µM] | p53ts 39C tox: 9.8% | p53ts 32C kill: 4.7%
(19) C1CCC(Nc2nnnn2C2CCCCC2)CC1
  IkB sig inh: 1.6% | Imprint erasure: 2.5% | p53ts 39C tox: 12.0% | p53ts 32C kill: 8.5%
(17) O=C(c1ccc2c(c1)N(Cc1cccc(F)c1)C(=O)c1ccccc1S2)N1CCCC1
  IkB sig inh: -2.2% | Imprint erasure: -12.8%[10.9 µM] | p53ts 39C tox: -10.5% | p53ts 32C kill: 14.7%

(listing goes on)
nr	smiles	IkB sig inh	Imprint erasure	p53ts 39C tox	p53ts 32C kill
31	CCCCN(CC)CCCNC(=O)c1cn(CC(C)C)c(=O)c2c1c1ccccc1n2C	?	2.9%[10.9 µM]	-12.6%	1.3%
32	COc1ccc(CNc2ncncc2-c2ccc(C(=O)N(C)C)cc2)c(OC)c1	0.6%[11.4 µM]	-12.9%	10.7%	7.1%
33	CCCn1cc(SCC(N)=O)c2ccccc21	0.5%	-8.2%	19.5%	13.9%
34	COc1cc2ncnc(Nc3cccc(Br)c3)c2cc1OC	?	-13.1%	14.6%	-10.2%
35	N#Cc1sc2nc(C3CC3)cc(-c3ccccc3)c2c1N	/	/	12.2%	3.9%
36	COC(=O)c1cc2oc(C)cc2n1CC(=O)Nc1ccc(C(C)C)cc1	-2.3%	5.9%[10.9 µM]	-5.7%	1.2%
37	O=C(COC(=O)C1Cc2ccccc2CN1C(=O)c1ccccc1)Nc1ccc(SC(F)F)cc1 (stereo not drawn)	/	/	-4.3%	-21.7%
38	O=C(CSc1nnc(-c2ccncc2)n1C1CCCCC1)Nc1cccc(O)c1	0.4%	-9.5%	4.8%	-5.1%
39	COc1ccc(Cl)cc1NC(=O)CCCS(=O)(=O)c1nc(-c2ccc(OC)c(OC)c2)cc(C(F)(F)F)n1	?	-30.3%[inhibitor][10.9 µM]	3.16µM*	?
40	O=C(c1cc(S(=O)(=O)N2CCOCC2)ccc1F)N1CCCc2ccccc21	1.7%	-18.8%	11.3%	-1.1%
41	CN1CCc2nc3sc(C(=O)Nc4ccccc4OC(F)(F)F)c(N)c3cc2C1	?	-11.2%[10.9 µM]	32.7%[activator]	-14.4%
42	CN(CC(=O)Nc1ccc(F)cc1F)S(=O)(=O)c1cccc2nsnc12	-2.5%	-10.6%[10.9 µM]	28.2%	1.7%
43	CCCCC(=O)Nc1cccc(-c2nnc(-c3ccccc3)o2)c1	-2.2%	-27.6%	6.8%	3.4%
44	CCC(Sc1ccc2nnc(-c3cccnc3)n2n1)C(=O)O (stereo not drawn)	-1.6%	-3.6%	-3.0%	0.5%
45	CC(C)CCNC(=O)COc1ccc2c3c(c(=O)oc2c1)CCC3	0.1%	2.6%	-8.2%	-7.5%
46	COc1ccc(CCNC(=O)c2ccc3c(c2)nc(C)n3-c2ccc(Br)cc2)cc1OC	?	10.1%[10.9 µM]	14.4%	19.1%
47	Cc1cc2c(=O)[nH]c(N)nc2nc1C	1.5%[11.4 µM]	-5.8%[10.9 µM]	-0.7%[9.22 µM]	0.3%[9.22 µM]
48	CCCCCCC1Cc2cc(OC)c(OC)cc2C(C(C(=O)OCC)C(=O)OCC)O1 (stereo not drawn)	/	/	-5.1%&-4.5%[9.22 µM]	3.1%&3.1%[9.22 µM]
49	COCC(=O)N1CCC[C@@]2(CCN(C(c3ccccc3)c3ccccc3)C2)C1	0.6%[11.4 µM]	/	-3.4%	-14.1%
50	CN(C)c1ccccc1C(=O)c1ccccc1N(C)C	10.3%	-32.8%[inhibitor]	?	-26.2%
51	CCOC(=O)CSc1nnc2c(n1)C1(C)CCC2C1(C)C (stereo not drawn)	-2.7%	/	-0.2%	-17.0%
52	Cc1ccccc1-c1nc(CN2CCC(C(=O)N3CCC(C(N)=O)CC3)CC2)c(C)o1	-1.7%	-11.4%	14.3%	5.3%
53	Cc1ccc(C)c(N2CCN(C(=O)c3cnc4c(-c5ccccc5)c(C)nn4c3C)CC2)c1	?	-12.2%[10.9 µM]	-12.7%	8.3%
54	CCc1cc(C(=O)OC)c(NC(=O)CCC(=O)O)s1	-0.5%	-4.2%	1.1%	-0.7%
55	Cc1ccc(C)c(NC(=O)c2cc(S(=O)(=O)NCCc3ccccc3)ccc2F)c1	-0.6%	-18.6%[10.9 µM]	?	-3.8%
56	CC(NC(=O)c1ccco1)c1ccc2c(c1)OCCO2 (stereo not drawn)	-1.0%	-16.7%	-3.8%	6.3%
57	O=C(NCCCNC(=O)C(F)(F)C(F)F)C(F)(F)C(F)F	-0.5%	2.9%	7.2%	6.6%
58	CC(=O)c1cc(OC(=O)c2ccncc2)ccc1OC(=O)c1ccncc1	5.2%	15.8%	8.1%	7.0%
59	O=c1[nH]cnc2scc(-c3ccc(F)cc3)c12	-4.1%	7.3%	1.8%	5.2%
60	COc1ccccc1C(=O)Nc1ccc2c(c1)nc(CN1CCCCC1)n2C	?	9.3%[10.9 µM]	6.5%	-12.1%
61	CC(=O)Nc1c(C)nn(-c2ccccc2)c1N1CCC(C(=O)NCc2ccccc2Cl)CC1	?	-7.0%[10.9 µM]	-9.0%	1.3%
62	CCN(CC)S(=O)(=O)c1nnc(NC(=O)c2ccc(C)cc2)s1	-2.9%	-8.7%[10.9 µM]	-1.0%	1.6%
63	CCOC(=O)c1c(N)n(-c2ccc(Cl)c(Cl)c2)c2nc3ccccc3nc12	2.5%	-11.8%[10.9 µM]	5.7%	-6.8%
64	COCCN1Cc2cccc(C(=O)Nc3cc(C)cc(C)c3)c2C1=O	1.5%	-12.6%	-20.2%	4.2%
65	COc1ccc(Cl)cc1NC(=O)CSC1=Nc2ccccc2C2=NC(CC(=O)NCc3cccs3)C(=O)N12 (stereo not drawn)	?	-8.8%[10.9 µM]	-27.2%	7.6%
66	CSc1ncc(Cl)c(C(=O)Nc2c(C(=O)Nc3cccc(C)c3)oc3ccccc23)n1	-1.9%	3.3%[10.9 µM]	16.6%	6.1%
